Vif-APOBEC3G blk – blocks the Vif interaction with human APOBEC3G. Q9HC16. HeLa A3G-eYFP + Vif (tagged APOBEC3G with the HIV-1 protein that degrades it), YFP fluorescence, overnight. Potency, µM (titrated, usually from 46.1 µM), without a hit: top-dose activity, negative = active, actives largely listed as inhibitors. 0.076% of 410,000 active. AID 602310;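 further: potency means the concentration at half of the fitted maximal effect; on the % scale 0 is the no-effect control and ±100 the full control effect; nearly all actives have a fitted effect of over 60% in size; hits raise eYFP signal because A3G escapes Vif-driven loss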
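HeLa cells stably expressing Vif and C-terminally eYFP-tagged A3G, seeded overnight at 37 deg C, then exposed to compound by pintool overnight at 37 deg C. Rise in yellow fluorescence (Ex 488/Em 500-530, Acumen) marks blocked Vif-driven A3G degradation.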
mIDH1 inhibitor – human IDH1 R132H inhibition; IDH1-R132H enzyme, NADPH consumption, diaphorase/resazurin fluorescence; O75874; AID 602179; Potency, µM (highest dose often 76.6 µM), without a hit: at the top dose activity change, negative = inhibition, hits mostly inhibitors; 0.093% of 390,000 active; further: potency means the concentration at half of the fitted maximal effect; on the % scale 0 is the no-effect control and ±100 the full control effect; nearly all actives have a fitted effect of over 65% in size
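IDH1-R132H (0.5 ug/mL dispensed) in pH 7.5 Tris buffer was preincubated 30 min with compound, then given a substrate mix of 0.016 mM NADPH and 2 mM alpha-KG for 80 min at room temperature; remaining NADPH was read by diaphorase/resazurin fluorescence.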
RGS4 inh – inhibitors of human regulator of G protein signaling 4 | 0.039% of 390,000 active | Potency, µM (highest dose often 114 µM), inactives show at the top dose activity change, negative = inhibition, most hits filed as inhibitors | AID 504845 | Transcreener GDP fluorescence polarization, RGS4-accelerated GTP hydrolysis | P49798; further: potency means the concentration at half of the fitted maximal effect; on the % scale 0 is the no-effect control and ±100 the full control effect; nearly all actives have a fitted effect of over 75% in size; some results filed as inactive show a strong effect at the top dose
Target sequence (P49798 whole entry, looked up): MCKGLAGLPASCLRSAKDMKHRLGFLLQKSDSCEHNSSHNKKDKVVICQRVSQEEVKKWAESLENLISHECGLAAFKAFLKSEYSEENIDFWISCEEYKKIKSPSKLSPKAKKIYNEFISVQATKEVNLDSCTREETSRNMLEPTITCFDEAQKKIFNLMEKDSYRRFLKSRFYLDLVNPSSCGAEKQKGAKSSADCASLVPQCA
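MLSMR compounds (23 nl, pin-transferred) preincubated 10 min at room temperature with a 500nM (2x) first reagent, then RGS4 at 900nM (2x) plus Transcreener GDP mix added; fluorescence polarization (620/688 nm) read before and after 90 min at 30 °C.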
LDHA block – inhibitors of human lactate dehydrogenase A; purified LDHA, NADH/diaphorase-resazurin fluorescence; hits give low values; activity change, % (values are at about 110 or 230 µM); 0.15% of 480,000 active; AID 1347041; in the data active means activity change below about -30%; inconclusive means mostly about -25% to -30%;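 further: plate controls were DMSO wells for no effect and wells without enzyme for full effect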
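Resorufin fluorescence (ex540/em590), read at 0 and 20 min after diaphorase/resazurin addition, reports the NADH left after a 5 min room-temperature reaction of 2 nM human LDH5 with 0.06 mM NADH and 0.2 mM pyruvate.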
USP1-UAF1 inh – blocks the human USP1/UAF1 deubiquitinase complex; O94782; recombinant USP1/UAF1, Ub-Rhodamine cleavage fluorescence; Potency, µM (doses to about 57.1 µM), without a hit: at the top dose activity change, negative = inhibition, most hits filed as inhibitors; 0.23% of 390,000 active; AID 743255; further: potency means the concentration at half of the fitted maximal effect; on the % scale 0 is the no-effect control and ±100 the full control effect; nearly all actives have a fitted effect of over 60% in size; inactives centre near -12
Target sequence (O94782 whole entry, looked up): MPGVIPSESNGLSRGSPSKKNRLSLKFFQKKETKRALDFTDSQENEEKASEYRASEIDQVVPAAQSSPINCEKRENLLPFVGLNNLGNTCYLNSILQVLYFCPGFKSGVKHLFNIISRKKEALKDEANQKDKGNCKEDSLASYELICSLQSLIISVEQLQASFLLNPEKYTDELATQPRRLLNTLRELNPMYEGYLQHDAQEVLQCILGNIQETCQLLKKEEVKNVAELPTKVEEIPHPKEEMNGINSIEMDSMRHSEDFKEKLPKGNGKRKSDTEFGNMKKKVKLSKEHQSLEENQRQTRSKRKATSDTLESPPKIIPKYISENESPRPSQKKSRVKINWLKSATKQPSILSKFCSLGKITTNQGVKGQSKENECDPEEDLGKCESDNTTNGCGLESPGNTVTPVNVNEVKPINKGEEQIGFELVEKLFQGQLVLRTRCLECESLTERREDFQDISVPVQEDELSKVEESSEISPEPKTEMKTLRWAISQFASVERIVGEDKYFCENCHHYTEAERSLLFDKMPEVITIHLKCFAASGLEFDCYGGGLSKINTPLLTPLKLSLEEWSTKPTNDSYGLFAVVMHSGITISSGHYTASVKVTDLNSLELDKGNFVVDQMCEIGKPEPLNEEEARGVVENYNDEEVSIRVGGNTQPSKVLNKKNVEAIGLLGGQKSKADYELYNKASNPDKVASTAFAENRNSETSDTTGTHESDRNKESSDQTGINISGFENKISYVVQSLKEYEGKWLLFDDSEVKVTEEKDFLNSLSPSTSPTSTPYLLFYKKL
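High-throughput fluorogenic screen: 1nM USP1/UAF1 complex, Ub-Rho substrate 150nM final, 50mM HEPES pH 7.8 with 0.5mM EDTA, 0.1 mg/ml BSA, 1mM TCEP and 0.01% Tween-20.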
Vif-A3F inh – blocks the Vif interaction with APOBEC3F | AID 602313 | HeLa A3F-eYFP + Vif (tagged APOBEC3F with the HIV-1 protein that degrades it), YFP fluorescence increase | Potency, µM (series often up to 46.1 µM), inactives show at the top dose activity, negative = active | 0.2% of 390,000 active; further: potency means the concentration at half of the fitted maximal effect; % of control where 0% means no effect; nearly all actives have a fitted effect of over 65% in size
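Fluorescence increase (Ex 488/Em 500-530) after overnight compound treatment at 37 deg C flags inhibition of Vif-driven A3F-eYFP loss in stable HeLa A3F-eYFP/Vif cells seeded overnight beforehand.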
rTrxR1 inhibitor – inhibitors of rat thioredoxin reductase 1; Potency, µM (doses to about 114 µM), for the others: top-dose activity change, negative = inhibition, usual class: inhibitors; AID 588453; O89049; recombinant rTrxR1, NADPH fluorescence consumption, selenite substrate; 1% of 390,000 active; further: potency means the concentration at half of the fitted maximal effect; on the % scale 0 is the no-effect control and ±100 the full control effect; nearly all actives have a fitted effect of over 65% in size
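Rat TrxR1 (90 nM in the dispensed reagent) was pre-reduced with 400 uM NADPH for 5 min at room temperature, then incubated with compound for 15 min. After 400 uM selenite was added, NADPH fluorescence (Ex 340/Em 450 nm) was followed for 8 min.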
TrxR1 substrate – substrates of rat thioredoxin reductase 1. O89049. purified TrxR1 substrate turnover, NADPH consumption readout. Potency, µM (titrated, usually from 114 µM), inactives show top-dose activity change, negative = substrate turnover. 0.01% of 390,000 active; further: potency means the concentration at half of the fitted maximal effect; on the % scale 0 is the no-effect control and ±100 the full control effect; nearly all actives have a fitted effect of over 50% in size
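Rat TrxR1, dispensed at 90 nM, was prereduced with 400 uM NADPH (final) for 5 min at ~22 deg C, then incubated with compound 15 min before 400 uM selenite. A first-read NADPH fluorescence drop versus no-compound background flagged substrates.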
Glioma ERSR ind – inducers of ER stress response in human glioma cells | Potency, µM, without a hit: at the top dose activation, hits mostly activators | 0.02% of 420,000 active | U87-MG GRP78 promoter luciferase reporter, 16 h | AID 602332; further: potency means the concentration at half of the fitted maximal effect; series mostly up to about 76 µM; % of control where 0% means no effect; nearly all actives have a fitted effect of over 35% in size
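Stably transfected U87-MG glioma cells carrying a GRP78-based luciferase sensor; 16 h compound incubation. Luminescence end-point read 10 min after Bright-Glo addition at room temperature.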
Starred values were filed as active, the others as inactive; ? = inconclusive; nt = not tested or not shown; & = joins results of further samples; [ ] = dose if it differs, or a comment. Unless noted, the call rests on the fitted dose curve; in most records, active means well fitted curve in the direction sought with a large enough effect; inconclusive means small, poorly fitted or top-dose-only effect, or another doubt; inactive means no such curve, though single readings can be large; an effect the other way counts as inactive or inconclusive. The list is partial, so the mix of outcomes need not match the whole.

SMILES | Vif-APOBEC3G blk | mIDH1 inhibitor | RGS4 inh | LDHA block | USP1-UAF1 inh | Vif-A3F inh | rTrxR1 inhibitor | TrxR1 substrate | Glioma ERSR ind
CC(C)N1CC(C(=O)Nc2nc3ccccc3s2)CC1=O (stereo not given) | -1% | 6% | -23%[56.9 µM] | -4 | -10% | 0% | 9% | -1% | -4%
COc1ccc(C2Nc3ccccc3C(=O)N2Cc2ccco2)cc1COc1ccccc1F (stereo not given) | -7% | 5% | ? | 1 | -22% | -14% | -34% | 20%[57.1 µM] | 8%
COc1ccc(C(=O)Nc2nnc(S(=O)(=O)N3CCCCCC3)s2)cc1OC | -1%&-1% | -4%&5% | 5%&11% | -7&-10 | -7%&-1% | -4%&2% | 11%&17% | -5%&-6% | -7%&-6%
Cc1ccc(C)c(CNC(=O)c2sc3ncnc(N(C)C4CCCCC4)c3c2C)c1 | nt | nt | 16% | -3 | -3% | nt | 3%[57.1 µM] | -10%[57.1 µM] | nt
CS(=O)(=O)Nc1ccc(C(=O)NCc2ccccn2)cc1 | 1% | 8% | -11% | -3 | -10% | 1% | 17% | 0% | 3%
CCN(CC)c1ccc(NC(=O)CSc2nc3ccccc3c(=O)n2-c2cc(S(=O)(=O)N(C)C)ccc2C)cc1 | 1% | -1% | 16% | -4 | -6% | 3% | -12% | -16% | 0%
Cc1[nH]n(-c2nc(-c3cccc([N+](=O)[O-])c3)cs2)c(=O)c1C | 1% | 7% | -30% | 11 | -3% | ? | ? | -1% | 6%
c1cncc(N=c2scc(-c3cccc4ccccc34)n2CCCn2ccnc2)c1 | 0% | -2% | -9% | 5 | -7% | -2% | 5%[57.1 µM] | 8%[57.1 µM] | -2%
Cc1ccc(CNC(=O)CSCc2nc(-c3cccc(C)c3)oc2C)cc1 | 3% | -8% | -16% | 2 | ? | 8% | 13% | 0% | -2%
COc1ccc(NC(=S)N2CCN(Cc3ccccc3)CC2)cc1 | 0% | -3% | -28% | -7 | -20% | -5% | 11%[57.1 µM] | 6%[57.1 µM] | 5%
O=C(N/N=C/c1ccc(OC(=O)c2ccccc2)cc1)c1cccc(O)c1 | -8% | 7% | ? | -13 | -3% | -13% | 24% | 4%[57.1 µM] | 3%
CCN1CCCC1CNC(=O)C1c2ccccc2C(=O)N(CCOC)C1c1ccc(F)cc1 (stereo not given) | -1% | 7% | -34% | 0 | -9% | -12% | 10% | 2% | 2%
CC(=O)N1CCN(CC(=O)Nc2sccc2C#N)CC1 | 2% | -3% | -3% | -11 | 2% | 5% | 16%[57.1 µM] | 1%[57.1 µM] | -4%
COc1cccc(C(O)CC(N)=O)c1 (stereo not given) | 0% | -1% | 11% | -8 | 4% | -1% | -3% | 5%[57.1 µM] | -1%
Cc1cccc(C(=O)Nc2nnc(-c3ccco3)o2)c1 | 2% | -2% | -32% | 5 | -6% | 2% | 10%[57.1 µM] | -2%[57.1 µM] | 1%
CCN(CCO)C(=O)CC1C(=O)NCCN1Cc1c(F)cccc1Cl (stereo not given) | 2% | 6% | 17% | 1 | -3% | 3% | 7% | 2% | -4%
CCOc1ccccc1C1NC(c2ccc3c(c2)OCO3)=CC(c2ccccc2O)N1 (stereo not given) | -6% | nt | -14% | 0 | nt | nt | -18% | 6%[0.0914 µM] | ?
O=C(Cc1c(F)cccc1Cl)Nc1ccc(S(=O)(=O)N2CCOCC2)cc1 | -1% | 1% | -5% | -4 | -10% | -1% | 6% | -2% | -5%
COC(=O)c1ccc(S(=O)(=O)NCc2ccccn2)n1C | 3% | 11% | -9% | -2 | -9% | 8% | 24% | 0% | -2%
CC(C)(C)[C@H]1C=C(C(=O)NC2CC2)O[C@@H](OCCCCO)C1 | -13% | -6% | -15% | -2 | -8% | 2% | 9%[57.1 µM] | 4% | -4%
CCCN(CCC)CCCNC(=S)Nc1ccc2nc(N3CCN(CC)CC3)cc(C)c2c1 | 3% | 1% | -7% | -2 | -20% | 5% | 1% | -2% | -3%
N#CC1(NC(=O)COC(=O)c2ccc(-c3ccc(O)cc3)cc2)CCCCC1 | -6% | 10% | 3% | 0 | -6% | -5% | 10% | 8% | 1%
O=c1c2c(-c3cccs3)csc2ncn1/N=C/c1ccc(OC(F)F)cc1 | 1% | -1% | 11% | 3 | -17% | -3% | 12% | -5% | 5%
CCn1cc(CNC(=O)c2cc(-c3ccc(C)c(C)c3)nc3ccccc23)c(C)n1 | 0% | 16% | -2% | 1 | 1% | 1% | 2% | 10% | -1%
CC1(C)COC(c2coc3ccccc3c2=O)OC1 | -2% | -2% | -32% | -7 | -2% | 10% | -5% | -14% | 2%
CN(C(=O)c1ccc(NC(=O)Cc2ccc(NC(=O)C3CCN(C(=O)CCc4ccccc4)CC3)cc2)cc1)C1CCCC1 | -7% | -12% | -1% | 0 | -33% | 0% | 16% | -2% | -4%
COc1ccc(Nc2nc3ccccc3nc2NS(=O)(=O)c2ccc(Cl)cc2)cc1OC | -4% | -12% | 23% | 0&1 | -20% | 1% | -3% | -8% | -1%
C/C(=N\NC(=O)c1nnn(-c2nonc2N)c1-c1cccs1)c1ccc(O)cc1 | 1% | -10% | 1% | -2 | -16% | 1% | -15% | -9% | -3%
CC(=O)Nc1cc(C(=O)NCc2ccc(F)cc2)ccc1Sc1ccc(C)cc1 | 0% | 13% | 11% | -3 | -19% | 0% | 5%[57.1 µM] | -3%[57.1 µM] | -2%
CCOc1ccc(CC(=O)Nc2c(C(=O)c3ccc(F)cc3)oc3ccc(Cl)cc23)cc1OCC | 1% | -6% | 4% | 1 | ? | -6% | 25%[11.4 µM] | 6% | -2%
O=[N+]([O-])c1ccc(O)c(N=Cc2sc3ccccc3c2O)c1 | -1% | 10% | 20% | 5 | -12% | -3% | -16% | -13% | -2%
Cc1ccc2oc(C(=O)NC3CCS(=O)(=O)C3)cc(=O)c2c1 (stereo not given) | 3% | 8% | 6% | -1&-9 | -15% | 9% | 60%[activator] | 24% | -4%
CCOc1ccc(-n2c(SCC(N)=O)nc3sc4c(c3c2=O)CCN(C)C4)cc1 | 2% | 3% | -18% | 1 | -14% | 2% | 10%[57.1 µM] | 12%[57.1 µM] | -1%
CC(C)C(C)NC(=O)COC(=O)C1CCN(S(=O)(=O)c2ccc3c(c2)OCCO3)CC1 (stereo not given) | 1% | 3% | -5% | -1 | -16% | -8% | -11% | -13% | -4%
CCc1ccc(-n2c(N3CCN(c4ccc(F)cc4)CC3)nc3ccccc3c2=O)cc1 | -5% | -14% | 9% | -2 | -16% | -4% | 38%[activator] | 22% | 0%
COc1ccc(NC(=O)c2cc3cc(C)ccc3n2C)c(OC)c1 | -3% | 9% | -6% | -2 | -14% | 7% | 16%[57.1 µM] | 10% | 1%
COc1ccc(-c2nnc(N(C)C(=O)c3cccnc3)s2)cc1 | 2% | 4% | 1% | 3 | -8% | 3% | -10% | -10% | -3%
CC#CC(=O)N1CCCC(C(=O)c2ccc(SC)cc2)C1 (stereo not given) | 0% | -3% | 5% | -9 | -2% | -6% | -1% | -6% | 0%
CCOC(=O)c1ccc(NC(=O)C(=O)NCc2ccncc2)cc1 | 1% | -5% | 9% | 1 | 0% | -12% | 16% | 8% | -2%
Fc1ccc(C(c2nnnn2Cc2ccccc2)N2CCSCC2)cc1 (stereo not given) | -5% | 0% | 11% | 0 | -9% | -3% | 14% | 5% | -1%
Cc1ccc(N/C=C(\C#N)c2ccc(OCCCF)cc2)cc1 | -1% | 0% | 4% | -2 | -23% | -9% | -6% | -2% | 3%
Cc1ccc(NC(=O)CCNS(=O)(=O)c2ccc(OC(F)(F)F)cc2)c(O)c1 | -1% | 8% | -10% | -6 | -15% | 2% | -1% | -1% | -1%
COc1ccc(S(=O)(=O)Nc2ccccc2C(=O)N2CCCCC2)cc1C | 2% | 0% | -11% | -1 | -22% | -7% | 8% | -3% | -3%
CCCC(=O)N(Cc1cc2ccccc2[nH]c1=O)c1ccccc1OC | 0% | 1% | -27% | -4 | -4% | -6% | 17% | 5% | -5%
COc1cccc(NC(=O)CC2NCCNC2=O)c1 (stereo not given) | -2% | 3% | 14% | -3 | -6% | 0% | 16% | 7% | -3%
CN(C(=O)CSc1nnc(-c2ccc(F)cc2)c2ccccc12)C1CCS(=O)(=O)C1 (stereo not given) | -10% | -7% | -15% | 7 | -6% | -22% | 10%[57.1 µM] | -1%[57.1 µM] | -4%
Cc1c(OC(C)C(=O)NCC(O)c2ccccc2)ccc2c3c(c(=O)oc12)CCC3 (stereo not given) | -1% | 2% | -16% | 1 | -24% | 2% | 16% | 43%[activator] | -2%

Screening results deposited in PubChem BioAssay by National Center for Advancing Translational Sciences (NCATS).
